Bioassay records (PubChem)
RAD52 inh – RAD52 DNA annealing inhibitors, primary screen, biochemical, FRET, single point, set 2 | inhibition, % at 18.7 µM | recombinant RAD52 DNA annealing, FRET fluorescence | DNA repair protein RAD52 homolog (Homo sapiens), P43351 | actives 0.46% (n = 360,000) | AID 651710, 2012;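 active = every replicate showing at least 50% inhibition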
miR122 inh – miR-122 Renilla sensor signal increase in Huh7, primary screen, miR-122 inhibitor project, cell-based, single point, plate reader; Huh7 miR-122 Renilla luciferase sensor, 48 h; neutral wells = 0, positive control = 100; activation (reporter increase), % at 12.5 µM; actives 0.3% (n = 340,000); AID 602342, 2012;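 active = mean replicate activation score at least 90 and every replicate individually at or above 90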;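 note: higher luciferase means less miR-122 activity so hits act as miR-122 inhibitors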
PGC1a acetyl inh – inhibitors of PGC1a acetylation signal, primary screen, cell-based, U2OS, AlphaScreen, inhibitor mode | AlphaScreen anti-acetyl-lysine; with virally co-expressed GCN5 acetyltransferase | AID 651687, 2012 | inhibition, % at 15.6 µM | actives 0.17% (n = 350,000);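 active = every replicate shows inhibition of at least 40%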;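 note: 0% = neutral control wells and 100% = positive control wells; some results beyond the cut were filed as inactive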
PglD inh – C. jejuni PglD acetyltransferase inhibitors, primary screen, biochemical, DTNB colorimetric, single point | UDP-N-acetylbacillosamine N-acetyltransferase PglD (Campylobacter jejuni) | purified PglD enzyme, DTNB colorimetric CoA detection | inhibition, % at 12.5 µM | actives 0.098% (n = 360,000); in the data active = inhibition above about 16%, passing the limit was not always enough; note: strong numbers were not always called active
RAD54 inh – inhibitors of human RAD54 branch migration, primary screen, biochemical, fluorescence, single point; DNA repair and recombination protein RAD54-like (Homo sapiens), Q92698; RAD54 Holliday junction branch migration, FAM/BHQ fluorescence; inhibition, % at 10.4 µM; actives 0.14% (n = 360,000); AID 602329, 2012;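 active = mean normalized replicate activity at least 40 and at least half of replicates scoring 40 or more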;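 note: 0% = median of neutral control wells and 100% = median of positive control wells; inhibitors cause a drop in the FAM fluorescence signal; in these data hits start at about 50%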
ERAP1 HTS inh – human ERAP1 aminopeptidase inhibitors, primary screen, biochemical, single point, plate reader. recombinant ERAP1, Leu-AMC fluorescence, 60 min. inhibition, % at 10.7 µM. actives 0.15% (n = 340,000). Endoplasmic reticulum aminopeptidase 1 (Homo sapiens), Q9NZ08;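 active = mean replicate inhibition of at least 30%, or all replicates individually reaching that 30% level; inactive = mean below 30% and not every replicate reaching it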;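 note: 0% = neutral control wells and 100% = L-leucinethiol positive control wells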
Cneo AK release – Cryptococcus neoformans cell lysis inducers, primary screen, AK release luminescence, single concentration | C. neoformans lysis, adenylate kinase release luminescence, 4 h; normalised: neutral wells 0, clomiphene wells 100 | lysis activity, % at 15 µM | actives 0.2% (n = 360,000);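 active = mean lysis activity across replicates of at least 80%, whatever share of replicates individually reach that level; inactive = mean lysis activity below 80%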
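Test system: log-phase Cryptococcus neoformans yeast cells. Input: 5 × 10^6 yeast cells/mL. Medium: fresh YPD growth medium. Doses: single dose. Incubation: static 4 h at 37 °C with compound, 1 h detection. Measured by: luminescent adenylate kinase detection reagent. Read-out: signal increase indicating cell lysis. Benchmarks: Clomiphene.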
E-sel inducer – E-selectin induction in HUVECs, primary screen, imaging, HUVEC, immunofluorescence imaging, single point | P16581 | normalized: neutral wells 0, TNF-alpha wells 100 | activation, % at 7.58 µM | actives 0.37% (n = 260,000);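 active = mean E-selectin-positive cell signal at least 10% of the positive control, reached in at least 60% of replicates, without over 20% cell loss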;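 note: in these data hits start at about 27%; measured in HUVEC primary endothelial cells; signal is the percent of cells scored E-selectin positive by PE staining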
Target sequence (P16581 whole entry, looked up): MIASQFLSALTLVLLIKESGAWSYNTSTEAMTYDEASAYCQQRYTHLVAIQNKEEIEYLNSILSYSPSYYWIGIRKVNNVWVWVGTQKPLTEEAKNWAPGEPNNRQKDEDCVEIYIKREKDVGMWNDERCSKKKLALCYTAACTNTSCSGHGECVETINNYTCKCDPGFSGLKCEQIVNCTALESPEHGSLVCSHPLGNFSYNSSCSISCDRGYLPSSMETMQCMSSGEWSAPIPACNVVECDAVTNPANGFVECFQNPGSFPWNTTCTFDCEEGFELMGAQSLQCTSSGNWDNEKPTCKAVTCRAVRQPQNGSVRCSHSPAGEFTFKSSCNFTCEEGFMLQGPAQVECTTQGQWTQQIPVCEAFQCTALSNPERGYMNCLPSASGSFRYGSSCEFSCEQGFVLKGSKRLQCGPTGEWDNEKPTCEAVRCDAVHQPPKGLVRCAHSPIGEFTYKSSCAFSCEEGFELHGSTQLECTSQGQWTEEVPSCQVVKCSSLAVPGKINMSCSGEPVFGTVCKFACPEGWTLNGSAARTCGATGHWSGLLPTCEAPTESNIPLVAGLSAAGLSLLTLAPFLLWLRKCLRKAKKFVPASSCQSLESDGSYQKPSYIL
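Read-out: % PE-positive cells | Test system: HUVEC | Doses: One compound dose added by pin transfer | Buffer or medium: EGM-2 over gelatin coat | Signal: Immunofluorescence imaging | Benchmarks: TNF-alpha, DMSO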
The depositor's hits bear a star; . = not tested or not shown; & = joins results of further samples; [ ] = dose if it differs, or a comment.

SMILES	RAD52 inh	miR122 inh	PGC1a acetyl inh	PglD inh	RAD54 inh	ERAP1 HTS inh	Cneo AK release	E-sel inducer
CCCNC(=O)C1(C)CCN(C(=O)c2cccc(C#N)c2)C1 (stereo not given)	-8	-9	-16	-3	-11	-2	0	-0.5
CC(C)NC(=O)N(C)C[C@H]1Oc2c(NC(=O)Nc3ccc(C(F)(F)F)cc3)cccc2C(=O)N([C@@H](C)CO)C[C@H]1C	-8	4[16.7 µM]	-8	3	3	4	2	.
CCOC(=O)C1CCN(Cc2nc3ccc([N+](=O)[O-])cc3c(=O)n2-c2ccc(OC)cc2OC)CC1	-13	1	16	.	.	.	.	0.3
O=C(NCC(c1ccco1)N1CCCCC1)c1ccc([N+](=O)[O-])s1 (stereo not given)	5	10	12	0	11	-7	4	.
Cc1cccc(N2CCN(C(c3ccccc3)c3nnnn3C(C)(C)C)CC2)c1C (stereo not given)	.	-6	5	5	3	.	0	0.1
COC(=O)Cc1c(O)ccn(CCc2c[nH]c3ccc(OC)cc23)c1=O	-14	-1	.	-2	1	3	3	.
CC(=O)Oc1ccc(C(=O)Nc2cc(C)ccc2NC(=O)COc2ccccc2)cc1	-8	0	8	1	-17	-1	1	.
Cc1ccc(Cc2c(C)nc3nc(SCC(=O)NCc4ccco4)nn3c2C)cc1	.	3	-1	-2	1	.	0	.
OCc1nc2ccccc2n1CCCOc1ccc(Br)cc1	.	0	-9	3	-4	.	-4	.
COc1ccc(/C=N\NC(=O)c2ccc(-c3ccccc3)cc2)cc1COC(C)=O	-4	-2	-1	0	-8	2	-1	.
O=C(COc1ccc2c3c(c(=O)oc2c1)CCCC3)N1C[C@H]2C[C@@H](C1)c1cccc(=O)n1C2	-19	-8	-9	-1	15	4	-2	.
Cc1ccc(C)c(Cn2nnc3c(=O)[nH]c(C4CCCN(C(=O)C5CCC5)C4)nc32)c1 (stereo not given)	-4	-6	-13	-1	0	0	0	.
Cc1ccc(-n2c(=O)[nH]c3ncccc3c2=O)cc1	-8	.	.	-1	17	-7	-2	0.8
C[C@@H]1CN([C@@H](C)CO)S(=O)(=O)c2ccc(C3=CCCC3)cc2O[C@H]1CN(C)Cc1ccccn1	-11	-7[16.7 µM]	-12	0	-4	1	-2	-1.3
O=C(CCNC(=O)c1ccc(Cl)cc1)NCCCN1CCOCC1	5	-5	0	2	-5	1	2	-1.3
CC(/C=C/c1ccccc1)=N\NC(=O)CSc1ccccn1	-29	-3	.	0	-2	-2	1	.
O=C(c1cnccn1)N1CC(=O)N2[C@@H](CO)[C@H](c3ccc(/C=C/c4ccccc4)cc3)[C@@H]2C1	-2	.	9	.	.	-1	.	0.2
O=C(C[C@@H]1CC[C@@H](NC(=O)C2CC2)[C@H](CO)O1)Nc1ccccc1	-2	.	2	2	-1	2	-2	0.0
CC(C)CC(=O)NN1CCCCC1	.	1	-1	3	-10	.	9	.
COc1ccc(-n2c(SCC(=O)Nc3ccc(Br)cc3)nc(O)cc2=O)cc1	-15	-3	-9	-6	1	5	3	3.5
O=C(O)C1CCCN1S(=O)(=O)c1ccc(Cl)c(Cl)c1 (stereo not given)	-22	-3	9	5	0	0	1	.
Cc1cccc(C)c1NS(=O)(=O)c1ccc2c(c1)NC(=O)CO2	-5	8	.	5	2	5	0	.
CCCCCC(=O)N1C[C@H](n2cc(-c3ccc(F)cc3)nn2)[C@@H](O)C[C@@H]1c1ccc(Cl)cc1	-1	0	20	-2	-5	-1	2	1.9
CC(=O)N1CCC(C(=O)Nc2ccc(S(=O)(=O)N3CCC(C)CC3)cc2)CC1	-3	.	.	-5	-11	-4	-1	-1.0
C[C@@H]1CCCCO[C@@H](CN(C)Cc2ccccc2)[C@H](C)CN([C@@H](C)CO)C(=O)c2cc(NC(=O)NC3CCCCC3)ccc2O1	-11	2[16.7 µM]	12	1	3	-3	49	-0.1
C(=NOCc1ccccc1)c1cccnc1	-7	-11	.	1	-10	-2	0	-0.8
C=CCn1c2ccccc2n2nc(C)c(=O)nc12	.	0	-15	-2	-7	.	1	.
CCOc1ccccc1NC(=O)NNS(=O)(=O)c1cc(C)ccc1C	-3	-20	0	0	-2	1	-1	0.9
C[C@H](CO)N1C[C@H](C)[C@@H](CN(C)Cc2ccc3c(c2)OCO3)Oc2ccc(N(C)C)cc2C1=O	-1	18[16.7 µM]	0	-2	6	-1	0	-4.6
COc1cc(OC)cc(C(=O)N[C@H](C(=O)Nc2ccc(NC(C)=O)cc2)C(C)C)c1	-30	.	6	5	-3	13	2	1.5
COc1cccc(NC(=O)CSc2nnc(Cc3cccn3C)n2-c2ccc(F)cc2)c1	-54	-3	.	3	-1	.	-1	-0.1
COc1cccc2cc(C(=O)n3ccc(C)n3)c(=O)oc12	.	2	1	0	-1	.	-2	.
CCN(CC(=O)Nc1ccc(NC(C)=O)cc1)C(=O)C1(c2ccc(Cl)cc2)CCC1	0	-22	.	-2	-5	0	0	-0.9
C[C@@H]1CN([C@H](C)CO)C(=O)c2c(c3ccccc3n2C)-c2ccccc2CO[C@H]1CN(C)C(=O)Nc1cccc(F)c1	6	.	0	-1	3	1	-2	-0.2
O=C(NCCc1ccccc1Cl)C1CCC(=O)N(Cc2ccc(Cl)cc2)C1 (stereo not given)	-6	.	.	2	-15	1	-1	-0.1
COc1cccc(S(=O)(=O)N(C)C[C@@H]2Oc3ncc(-c4ccccc4)cc3C(=O)N([C@H](C)CO)C[C@@H]2C)c1	9	2[16.7 µM]	11	2	-8	9	0	0.2
O=C(CCc1ccccc1)c1c(O)cc(O)cc1O	-9	0	3	1	4	.	2	.
O=C(O)Cn1ccc2ccccc21	-14	1	.	10	2	4	-4	-0.1
CC(C(=O)Nc1ccccc1)N1C(=O)c2ccccc2C1=O (stereo not given)	-10	1	.	-8	1	-5	0	1.2
COc1ccc(C(=O)Cn2cnc3ccc(Cl)cc3c2=O)cc1F	-19	.	.	-2	-15	-1	2	0.1
COc1ccc(C2CC(=O)c3cnc(N4CCN(Cc5ccccc5)CC4)nc3C2)cc1 (stereo not given)	.	-4	8	2	-4	.	-14	.
Cc1ccc(C(=O)N2CCN(c3ccc([N+](=O)[O-])c(NCc4ccco4)c3)CC2)cc1	.	-15	-9	3	-6	.	-3	.
O=C(Cn1c(NCCCO)nc2ccccc21)c1ccc(Br)cc1	.	5	-8	-1	3	.	-2	.
CCN1CCN(C2=C(NS(=O)(=O)c3ccccc3)C(=O)c3ccccc3C2=O)CC1	-6	.	.	-1	-6	3	13	.
COc1cccc(C(=O)NC(C)C(c2cccs2)N2CCN(C)CC2)c1 (stereo not given)	.	-6	-15	-1	3	.	0	.
CCOC(=O)CC1CCCCN1Cc1nc(-c2ccc(F)c(OC)c2)oc1C (stereo not given)	.	2	12	7	1	.	5	.
COC(=O)c1cc(C(=O)OCC(=O)N(C)c2ccccc2)cc([N+](=O)[O-])c1	-9	.	.	-2	4	0	-2	0.0
CCN(CC)c1ccc(NC(=O)C2CCCN(S(=O)(=O)c3cnc[nH]3)C2)c(C)c1 (stereo not given)	-24	10	-2	-1	-10	.	-1	.
O=C(Cc1c(Cl)cccc1Cl)OCc1ccccn1	-10	.	.	-4	2	0	-3	.
COc1ccc2c3c([nH]c2c1)[C@H](CO)N(S(=O)(=O)c1ccc(C)cc1)CC31CN(C(=O)Cc2cccnc2)C1	0	.	1	.	.	1	.	0.0
O=C(C[C@H]1CC[C@@H](NC(=O)c2ccncc2)[C@@H](CO)O1)NCC1CC1	-13&-3	.	2	-2	-10	-1&-6	-1	-0.5&0.1
CCc1cc2c(NCCO)ncnc2s1	.	-10	-5	-4	0	.	3	.
CC1(NC(=O)CN2CCN(c3cnn(-c4ccccc4)c(=O)c3Cl)CC2)CCS(=O)(=O)C1 (stereo not given)	-13	.	.	-1	-3	1	4	-0.3
CO[C@H]1O[C@H](CO)[C@@H](OC(=O)Nc2ccccc2)[C@H](OC(=O)Nc2ccc3c(c2)OCO3)[C@H]1OC(=O)Nc1ccc2c(c1)OCO2	1	.	-2	-2	-3	-2	-7	.
O=C(O)Cn1cnc2c(oc3ccccc32)c1=O	5	-3	-1	.	.	.	.	1.0
CC(C)(C)OC(=O)N1Cc2cc3ccccc3nc2C1CO (stereo not given)	-7	-11	.	-2	12	2	1	.
Cc1ccccc1S(=O)(=O)N[C@H]1CC[C@H](CCn2cc(-c3ccccc3)nn2)O[C@@H]1CO	18	.	4	4	-8	4	4	0.1
Cc1ccc(O)c(C=Nc2cc(C)ccc2O)c1	.	-4	-5	8	-2	.	1	.
C[C@@H]1CN([C@H](C)CO)C(=O)c2cccc(NS(=O)(=O)c3ccccc3)c2O[C@@H]1CN(C)S(C)(=O)=O	1	5[16.7 µM]	1	-2	0	2	-9	-0.1
